HEK293 tox: cytotoxic compounds in HEK 293 cells; HEK 293 viability, ATP luminescence (CellTiter-Glo), 48-72 h; Potency, µM (titrated, usually from 115 µM), for the others: at the highest dose activity change, negative = cytotoxicity, actives largely listed as inhibitors; 94,000 compounds, 6.6% hits; also: potency is read from the fitted curve at half-maximal effect; nearly all actives have a fitted effect of over 60% in size
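250 HEK 293 cells/well; compound by pintool; incubated 48 or 72 hr at 37 degree Celsius; CellTiter-Glo added, 10 min RT, luminescence imaged.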
3T3 cytotox: NIH 3T3 cell cytotoxicity; NIH 3T3 viability, CellTiter-Glo ATP luminescence, 48-72 h; Potency, µM (series often up to 96.7 µM), inactives show at the top dose activity change, negative = cytotoxicity, most hits filed as inhibitors; 94,000 compounds, 4.3% hits; also: potency is read from the fitted curve at half-maximal effect; nearly all actives have a fitted effect of over 55% in size
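Viability of NIH 3T3 cells after 48 or 72 hr compound treatment at 37 °C was assessed by CellTiter-Glo, with luminescence imaged following a 10 min room-temperature step.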
GPT2 inh: blocks human glutamate pyruvate transaminase 2 | Potency, µM (series often up to 57.7 µM), for the others: top-dose activity change, negative = inhibition, most hits filed as inhibitors | 100,000 compounds, 0.25% hits | Recombinant GPT2, coupled pyruvate oxidase/HRP Amplex Red fluorescence; also: potency is read from the fitted curve at half-maximal effect; nearly all actives have a fitted effect of over 60% in size; many of its hits are not listed in these tables
Target sequence (Q8TD30 whole entry, looked up): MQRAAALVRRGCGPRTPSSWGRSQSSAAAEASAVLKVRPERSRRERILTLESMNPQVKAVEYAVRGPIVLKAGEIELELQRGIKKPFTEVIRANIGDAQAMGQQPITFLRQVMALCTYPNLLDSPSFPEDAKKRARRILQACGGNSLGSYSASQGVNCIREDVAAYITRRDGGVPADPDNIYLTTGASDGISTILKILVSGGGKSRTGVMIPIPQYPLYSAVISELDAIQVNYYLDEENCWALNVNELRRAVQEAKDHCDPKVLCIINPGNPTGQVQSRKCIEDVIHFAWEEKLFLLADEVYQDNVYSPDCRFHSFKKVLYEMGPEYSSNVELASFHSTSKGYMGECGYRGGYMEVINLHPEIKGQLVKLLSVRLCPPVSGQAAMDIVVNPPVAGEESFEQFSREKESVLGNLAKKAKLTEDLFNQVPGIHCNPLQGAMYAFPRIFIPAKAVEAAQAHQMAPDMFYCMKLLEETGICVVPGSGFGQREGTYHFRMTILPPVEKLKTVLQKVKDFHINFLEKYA
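Inhibition is scored from Amplex Red fluorescence generated when pyruvate oxidase and HRP act on pyruvate released by GPT2. Reactions contain 10ng/uL enzyme, 250uM a-KG and 2mM L-alanine and run 30 min at room temperature.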
Luciferase inh: inhibitors of firefly (Photinus pyralis) luciferase. purified P. pyralis luciferase, luminescence, biochemical. 76,000 compounds, 2.5% hits. P08659. Potency, µM (top dose mostly 115 µM), inactives show at the highest dose activity change, negative = inhibition, most hits filed as inhibitors. AID 1347043; also: potency is read from the fitted curve at half-maximal effect; nearly all actives have a fitted effect of over 65% in size
Target sequence (P08659 whole entry, looked up): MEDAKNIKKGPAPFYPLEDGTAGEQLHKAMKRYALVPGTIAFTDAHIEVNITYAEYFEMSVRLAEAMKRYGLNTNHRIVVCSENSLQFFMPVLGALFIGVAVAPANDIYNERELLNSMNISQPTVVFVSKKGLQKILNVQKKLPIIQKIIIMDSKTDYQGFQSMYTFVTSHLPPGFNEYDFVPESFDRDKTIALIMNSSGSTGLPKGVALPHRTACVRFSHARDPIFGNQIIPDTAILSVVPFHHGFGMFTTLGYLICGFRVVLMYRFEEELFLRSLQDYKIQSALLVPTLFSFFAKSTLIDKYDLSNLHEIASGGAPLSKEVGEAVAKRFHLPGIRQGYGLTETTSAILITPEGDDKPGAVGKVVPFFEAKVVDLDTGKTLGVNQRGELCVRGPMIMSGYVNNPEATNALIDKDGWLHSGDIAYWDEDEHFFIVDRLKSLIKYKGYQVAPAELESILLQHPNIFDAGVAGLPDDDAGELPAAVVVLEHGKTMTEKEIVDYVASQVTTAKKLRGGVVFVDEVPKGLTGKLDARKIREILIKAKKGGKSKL
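Purified P. pyralis luciferase (10nM final) in 50mM Tris acetate pH 7.5, 10mM Mg acetate, 0.01% Tween-20, 0.05% BSA with 10uM D-luciferin and 10uM ATP. Compounds titrated qHTS. Luminescence imaged on CCD.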
IP6K1 inhibitor: IP6K1 kinase inhibition; IP6K1 kinase, ADP-Glo luminescence, 2 h; hits give low values; activity change, % (series mostly up to about 58 µM); 140,000 compounds, 0.81% hits; AID 1645851; in the data active = activity change below about -25%
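ADP-Glo luminescence measures ADP made by human IP6K1 during a 2 h RT reaction with ATP/IP6 (mix at 1.3 mM/130 uM); top library doses 57.5 and 19.1 uM final.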
SNCA expr inh: inhibitors of alpha-synuclein (SNCA) gene expression | HEK-293 SNCA-luciferase knock-in, luminescence, 24 h | Potency, µM (titrated, usually from 57.2 µM), for the others: top-dose activity change, negative = inhibition, actives largely listed as inhibitors | 140,000 compounds, 0.17% hits;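 also: potency is read from the fitted curve at half-maximal effect; plate controls were DMSO cells for no effect and cell-free wells for full effect; nearly all actives have a fitted effect of over 45% in size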
SNCA viab count: cell viability loss counter-screen | Potency, µM (doses to about 57.1 µM), without a hit: at the top dose activity change, negative = cytotoxicity, hits mostly cytotoxic | AID 1671193 | HEK-293-SNCA-luc viability, GF-AFC fluorescence, 24 h | 150,000 compounds, 0.12% hits;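 also: potency is read from the fitted curve at half-maximal effect; 0% = DMSO-treated cells and -100% = medium-only wells without cells; nearly all actives have a fitted effect of over 30% in size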
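HEK-293-SNCA-luc cells (1500/well) plated 24 h, then exposed 24 h to a dilution series; GF-AFC added 30 min at 37C, fluorescence 405/540 nm; normalised to medium-only and DMSO wells, Hill fit.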
Active calls of the source: *; i = inactive; ? = inconclusive; · = no result given; & = joins results of further samples; [ ] = dose if it differs, or a comment. Unless noted, calls follow the shape of the dose curve; as a rule, active = well fitted curve in the direction sought with a large enough effect; inconclusive = small, poorly fitted or top-dose-only effect, or another doubt; inactive = no such curve, though single readings can be large; an effect the other way counts as inactive or inconclusive. Unless noted, % is scaled to controls: 0 for no effect and ±100 for the full control effect.

Structure,HEK293 tox,3T3 cytotox,GPT2 inh,Luciferase inh,IP6K1 inhibitor,SNCA expr inh,SNCA viab count
COc1ccnc(CS(=O)c2nc3cc(OC(F)F)ccc3[nH]2)c1OC (stereo not drawn),·,·,i,·,1,·,-6%
Cc1noc(C)c1[S+](=O)([O-])N1CCCC1C(=O)N1CCC(N2CCOCC2=O)CC1 (stereo not drawn),i,-7%,2%,·,13,-7%,-7%
COC(=O)c1sccc1S(=O)(=O)N1CCN(c2ccc(C)cc2C)CC1,·,·,·,·,-15,14%,10%
O[C@H]1CC[C@@H](Cc2cc(-c3ccc(F)cc3)on2)O[C@@H]1CNCc1ccccn1,?,?,-14%[88.5 µM],?,2,149%[activator][87.6 µM],-14%[87.6 µM]
CC(=O)Nc1cccc(-c2ccc3ncn(-c4ccc(F)cc4F)c(=O)c3n2)c1,89µM*,?,-3%[88.5 µM],13%[172 µM],-9,15%[87.6 µM],-9%[87.6 µM]
CCOCCCNC(=O)N1CCC(N2CC3CC(C2)[C@H]2CCCC(=O)N2C3)CC1 (stereo partly drawn),1%,i,?,10%,4,12%,2%
COc1ccc(-n2ncc3c2ncn2nc(COc4ccc(Cl)cc4)nc32)cc1,·,·,·,·,-3,5%,2%
CC(C)CC(=O)NCCC1CCN(C(=O)Nc2cc(F)cc(F)c2)CC1,-5%,-26%,i,-10%,-1,39%[activator],4%
O=C([C@@H]1C[C@@H]2C=C[C@H]1C2)N1CCc2c(nc(-c3cccnc3)[nH]c2=O)C1,-23%,?,4%,-4%,-15,-2%,0%
O=C1NCCCN1C1CCN([S+](=O)([O-])c2cccc(C(F)(F)F)c2)CC1,-13%&2%,-12%&-13%,i,-6%&11%,6&2,-9%&-13%,13%&-4%
CC(C)CN1C(=O)c2cccn2CC1CNC(=O)C1(c2ccccc2)CC1 (stereo not drawn),?,-13%,3%,4%,-5,-13%,-17%
O=C(NC1CCCCC1)C1CCc2sc(C(=O)N3CCCCC3)cc2C1 (stereo not drawn),?,?,4%,2%,11,3%,-18%
Cc1cc(F)ccc1-c1[nH]nc2ncc(-c3cn[nH]c3)nc12,?,?,2%[88.5 µM],11%[230 µM],-21,?,-35%[87.6 µM]
COc1ccc(-c2cn3c(C)c(C(=O)Nc4cc(C)cc(C)c4)sc3n2)cc1,·,·,·,·,7,-1%,-2%
CCCn1c(=NC(=O)c2cc3ccccc3o2)c(C(=O)OCC)cc2c(=O)n3ccccc3nc21,·,·,·,·,-14,3%,6%
Cc1ccc(-c2nc3ccccc3s2)cc1NC(=O)COc1ccccc1,·,·,·,·,-8,33%[activator],13%
COc1ccc(Nc2cnc3ccc(-c4ccc(OC)nc4)nn23)cn1,?,?,?,2%[172 µM],-14,11%[87.6 µM],2%[87.6 µM]
NC(=O)c1cccc(-c2cc(-c3cccnc3)c3cncn3c2)c1,?,?,-2%[88.5 µM],-17%[172 µM],294,0%[87.6 µM],-10%[87.6 µM]
O=C(NCCC(=O)N1CCn2nc(C(=O)O)cc2C1)c1ccc(F)cc1,2%,0%,2%,2%,5,23%,6%
Cc1ccccc1CN1Cc2nc(NCc3cccc(F)c3)ccc2OCC1=O,?,79µM*,-30%[88.5 µM],-5%[172 µM],-7,-7%[87.6 µM],-16%[87.6 µM]
CN1C[C@@H](NC(=O)Nc2cccc(C#N)c2)C[C@H]1c1nc(-c2ccncc2)no1,?,-32%[174 µM],i,-7%[172 µM],3,9%[87.6 µM],0%[87.6 µM]
O=C(c1ccco1)N1CCN(c2nc3ccc(Cl)cc3s2)CC1,·,·,·,·,-10,121%[activator],0%
COc1c(Cl)cc(Cl)cc1/C=C(\C#N)c1nc2ccccc2[nH]1,·,·,·,·,7,54%[activator],23%
O=C(CCc1cc2ccccc2[nH]c1=O)NCCN1CCc2ccccc2C1,35%,2%,i,11%,4,2%,5%
O=C(CN1CCCN(Cc2ccccc2F)S1(=O)=O)Nc1ccc(F)c(Cl)c1,·,·,·,·,1,11%,7%
CC(=O)N1CC2(Cc3ccccc31)CN(C(=O)c1cccc(Cl)c1)C2,-17%,-22%,-3%,-4%,-6,-7%,8%
COc1ccc(OC)c(S(=O)(=O)N2CCCC2c2nncn2Cc2ccncc2)c1 (stereo not drawn),18%,i,1%,-3%,2,3%,-8%
O=C(c1csc2nc(-c3cccc(C(F)(F)F)c3)cn12)N1CCN2CCCC2C1 (stereo not drawn),?,?,i,-3%,-5,?,?
COCC1CN(C(C)=O)CC12CCN(S(=O)(=O)c1ccc(F)c(C)c1)CC2 (stereo not drawn),-23%,-10%,i,4%,-4,-19%,4%
Cc1nn(Cc2ccccc2)c(C)c1[C@@H]1C=C[C@@H](NC(=O)c2ccc(F)c(Cl)c2)C1,28µM*,?,-2%[88.5 µM],-22%[172 µM],-12,?,?
N#CC(c1ccc(Cl)cc1)c1c(Cl)cc(-n2ncc(=O)[nH]c2=O)cc1Cl (stereo not drawn),·,·,3%,·,·,15%,-8%
CCN(C1CCOCC1)C1CN(C(=O)c2ccncc2)C1,i,i,i,4%,-4,-26%,5%
O=C1CC2(CCN(C(=O)C3CCc4ccccc43)CC2)CN1Cc1ccccc1 (stereo not drawn),?,?,1%,-8%,10,-4%,11%
O=C(Nc1cc2c(cc1C(=O)c1ccccc1Cl)OCCO2)c1ccc(Br)cc1,·,·,·,·,2,-3%,-15%
Cc1cc(S(=O)(=O)N2CCc3nn(C)c(=O)n3CC2)ccc1Cl,-3%,-9%,i,9%,4,-3%,0%
CCc1nc2c(=O)n(CC(=O)N3CCN(c4cc(C)ccc4C)CC3)nc(C)c2s1,?,?,3%,-4%,13,?,7%
CC(C)CCN1C(=O)CC[C@]2(C(=O)N3CCN(CC(C)C)CC3)CCCC[C@@H]12,?,-21%,i,1%,-8,16%,-10%
Cc1cccc(NC(=O)CN2C(=O)COc3ccc(S(=O)(=O)Nc4ccccc4)cc32)c1C,·,·,·,·,-2,3%,-3%
Cc1ccc(C(=O)CSc2ncc3c(n2)-c2ccccc2N(Cc2ccc(Cl)cc2)S3(=O)=O)cc1,·,·,·,·,-19,-12%,9%
Cc1ccc(NC(=O)Cn2c(-c3ccccc3)nc(C)c(CCO)c2=O)c(C)c1,-19%,-25%,i,-11%,-12,-20%,-17%

Structural class, those above with a cyano group
Structure,HEK293 tox,3T3 cytotox,GPT2 inh,Luciferase inh,IP6K1 inhibitor,SNCA expr inh,SNCA viab count
CN1C[C@@H](NC(=O)Nc2cccc(C#N)c2)C[C@H]1c1nc(-c2ccncc2)no1,?,-32%[174 µM],i,-7%[172 µM],3,9%[87.6 µM],0%[87.6 µM]
COc1c(Cl)cc(Cl)cc1/C=C(\C#N)c1nc2ccccc2[nH]1,·,·,·,·,7,54%[activator],23%
N#CC(c1ccc(Cl)cc1)c1c(Cl)cc(-n2ncc(=O)[nH]c2=O)cc1Cl (stereo not drawn),·,·,3%,·,·,15%,-8%

Continued:
Structure,HEK293 tox,3T3 cytotox,GPT2 inh,Luciferase inh,IP6K1 inhibitor,SNCA expr inh,SNCA viab count
O=C(Cn1cnc2onc(-c3ccc(F)cc3)c2c1=O)Nc1cccc(C(F)(F)F)c1,·,·,·,·,2,-18%,-20%
O=C(CN1CCN(C2CCCCC2)C(=O)C1=O)Nc1ccc(Cl)cc1,·,·,·,·,49,19%,-10%
COc1ccc(-c2nc(N3CCOCC3)cc3c2CN(Cc2cnn(C)c2)C3=O)cn1,-27%[172 µM],?,-2%[88.5 µM],12%[172 µM],12,11%[87.6 µM],3%[87.6 µM]
O=C(NCC1CC1)c1cc(C2CC2)nc2onc(C3CCCNC3)c12 (stereo not drawn),-6%,-13%,-1%,·,4,36%[activator],11%
Cc1noc(C)c1[S+](=O)([O-])N1CCCC2(CC(c3cccc(C(F)(F)F)c3)=NO2)C1 (stereo not drawn),35µM*,-13%,-8%,4%,0,-20%,-10%
O=C(NCCc1ccccc1)c1ccc2nnc(C3CCCC3)n2c1,?,?,i,·,-2,29%[87.6 µM],8%[87.6 µM]
Cc1ccc(S(=O)(=O)N2CCn3c(n[nH]c3=O)C2)c(C)c1,4%,4%,i,-2%,-4,-21%,-12%
COc1ccc(C(=O)N2CCC[C@@H]2C(=O)N2CCCC(c3nc4ccncc4[nH]3)C2)cc1 (stereo partly drawn),i,-4%,i,·,3,-11%,2%
O=C(O)C1=NOC2CN([S+](=O)([O-])c3ccccc3)CC12 (stereo not drawn),i,i,i,·,-5,-26%,2%
Cc1ccc(Oc2c(C(F)(F)F)oc3c(CN4CCC(C)CC4)c(O)ccc3c2=O)cc1,·,·,·,·,7,-6%,0%
Cc1cccc(NC(=O)C2CCN(S(=O)(=O)c3ccc4c(c3)CCCC(=O)N4)CC2)c1,·,·,·,·,5,31%[activator],-9%
COC(=O)C1=C(C)N=C2SC=C(CC(=O)NC3CC3)N2C1c1ccc(C)cc1C (stereo not drawn),-22%,-16%,3%,-5%,8,2%,13%
Cc1ccc(CSc2oc(-c3cccs3)nc2S(=O)(=O)c2ccc(C)cc2)cc1,·,·,·,·,18,74%[activator],10%
CC1(c2ccccc2)N(Cc2ccccc2F)C(=O)OC12CCN(Cc1ccc(C#N)cc1)CC2 (stereo not drawn),?,-20%,3%,-3%,-19,-20%,-15%
CCN(Cc1nccn1C)C(=O)c1coc(COc2ccc3c(c2)OCO3)n1,?,-35%,i,13%,-12,23%,10%
CN(C)C(=O)C1=NOC2CN([S+](C)(=O)[O-])CC12 (stereo not drawn),i,i,-4%[88.5 µM],·,15,?,3%[87.6 µM]
O=C(NCCN1CCOCC1)c1nc2sccn2c1-c1ccc(C(F)(F)F)cc1,-14%,-29%,-12%,·,10,35%[activator],6%
O=C(c1ccccn1)N1CCN(c2cc(-c3cccs3)[nH]n2)CC1,-1%,i,3%,8%,1,-10%,2%
O=C(NC1CCN(c2cc(-c3ccccc3)[nH]n2)C1)c1ccsc1 (stereo not drawn),?,-15%,?,-2%,0,0%,-10%
COc1cccc(-c2cn3c(n2)N(C(=O)Cn2ccnc2C)CCC3)c1,?,2%,-11%,-8%,-6,46%[activator],1%
CCn1c(=N)n(CCOc2ccc(Br)cc2)c2ccccc21,·,·,·,·,25,25µM*,?
CC(C)CN1C(=O)c2cccn2CC1CNC(=O)c1ccc(F)cc1 (stereo not drawn),?,?,-37%,-1%,-3,-7%,-15%
O=C(CCc1cn(Cc2ccc(F)cc2)c2ccccc12)NCCc1ccc(Cl)cc1,·,·,·,·,47,7%,-7%

Screening results as filed in PubChem BioAssay.

An excerpt; count on the stated rates, not on these rows.
